# Compound activity (PubChem)
# FLuc modulator – counter-screen for miR-21 project: firefly luciferase inhibitors or activators. hit rate 6.9% among 360,000. Potency, µM (highest dose often 57.5 µM), for the others: top-dose activity change, negative = inhibition, usual class: inhibitors. P08659. AID 588342. purified FLuc, Km substrates, luminescence inhibition;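 note: potency is the fitted concentration of half-maximal effect; plate controls were vehicle for no effect and reference inhibitor for full effect; nearly all actives have a fitted effect of over 55% in size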
#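 Biochemical qHTS of compounds, final roughly 60 µM downward over six points, against 10 nM purified firefly luciferase using Km concentrations of substrates (10 uM D-luciferin, 10 uM ATP) in Tris acetate pH 7.5 buffer; luminescence output.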
# p53 reactivator – restores transcriptional activity of mutant p53; hit rate 0.063% among 320,000; Potency, µM (titrated, usually from 92.2 µM), inactives show at the highest dose activity change, positive = activation, hits mostly activators; H1299 p53-A138V BP100-luciferase reporter, luminescence, 24 h; AID 504706; note: potency is the fitted concentration of half-maximal effect; % of control where 0% means no effect; nearly all actives have a fitted effect of over 45% in size
#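 H1299 (p53-null), stable ts p53-A138V + BP100-Luc; 1000 cells/well, Opti-MEM/10% FBS; cpd 4 pt, 1:5; 24 h, 37 deg C, 5% CO2; detection reagent 10 min RT; luminescence.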
# Giardia killer – Giardia lamblia killing | Giardia lamblia trophozoite viability | activity change, % at 7.66 µM, hits read low | hit rate 0.15% among 340,000; in the data active = activity change below about -80%; inconclusive = between about -30% and that limit;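 note: parasites exposed to compound for two days anaerobically before the ATP read; % is set by controls: 0 for no effect and ±100 for the full control effect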
#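 Viability, read as ATP luminescence: trophozoites at 100 cells/well, compound added, 48 hrs anaerobic at 37 deg C, then 15-30 min room-temperature development before reading.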
# ELG1 genotoxic – inducers of genotoxicity in HEK293T ELG1-luciferase cells; HEK293T ELG1-luciferase reporter, luminescence, 16 h; hit rate 1.3% among 330,000; Potency, µM (doses to about 46 µM), for inactives: at the top dose activity change, positive = activation, usual class: activators; note: potency is the fitted concentration of half-maximal effect; % of control where 0% means no effect; nearly all actives have a fitted effect of over 60% in size
#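 ELG1-luciferase HEK293T cells, 2,000/well; compound pinned in; 16 hr, 37 °C, 5% CO2; ONE-Glo, 30 min RT; luminescence on CCD imager.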
# BRCA1 expr up – increases BRCA1 expression; MCF7-BRCA1-FFLuc reporter, luminescence, 48 h; response scale: scaled: vehicle 0%, 10 µM genistein 100%; Potency, µM (doses to about 46.1 µM), for the others: at the top dose activation, usual class: activators; hit rate 1.1% among 380,000; AID 624202; note: potency is the fitted concentration of half-maximal effect; nearly all actives have a fitted effect of over 80% in size; some results filed as inactive show a strong effect at the top dose
#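 First, MCF7-BRCA1-FFLuc cells (2000/well) attach for 2 h; next, compounds are pin-added and incubated 48 h at 37 °C; finally, luciferase reagent is added and luminescence read after 15 min.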
# PKM2 act – activators of human pyruvate kinase M2; purified PKM2, Kinase-Glo ATP luminescence, activation; response scale: 0% is enzyme alone, no compound; P14618; hit rate 0.34% among 260,000; Potency, µM (highest dose often 57.5 µM), for the others: top-dose activation, hits mostly activators; note: potency is the fitted concentration of half-maximal effect; % is set by controls: 0 for no effect and ±100 for the full control effect; nearly all actives have a fitted effect of over 55% in size
#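 ATP formation by purified human PK-M2, quantified via coupled luciferase luminescence after 1 h at room temperature with 0.1 mM ADP and 0.5 mM PEP final.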
# RORgamma inh – blocks mouse ROR gamma transcriptional activity | P51450 | Drosophila S2 Gal4-RORgamma UAS-luciferase reporter, 20 h | Potency, µM (titrated, usually from 53.6 µM), without a hit: top-dose activity change, negative = inhibition, usual class: inhibitors | hit rate 5.4% among 310,000 | AID 2551; note: potency is the fitted concentration of half-maximal effect; % is set by controls: 0 for no effect and ±100 for the full control effect; nearly all actives have a fitted effect of over 60% in size
# Target sequence (P51450 whole entry, looked up, the tested form may be a part): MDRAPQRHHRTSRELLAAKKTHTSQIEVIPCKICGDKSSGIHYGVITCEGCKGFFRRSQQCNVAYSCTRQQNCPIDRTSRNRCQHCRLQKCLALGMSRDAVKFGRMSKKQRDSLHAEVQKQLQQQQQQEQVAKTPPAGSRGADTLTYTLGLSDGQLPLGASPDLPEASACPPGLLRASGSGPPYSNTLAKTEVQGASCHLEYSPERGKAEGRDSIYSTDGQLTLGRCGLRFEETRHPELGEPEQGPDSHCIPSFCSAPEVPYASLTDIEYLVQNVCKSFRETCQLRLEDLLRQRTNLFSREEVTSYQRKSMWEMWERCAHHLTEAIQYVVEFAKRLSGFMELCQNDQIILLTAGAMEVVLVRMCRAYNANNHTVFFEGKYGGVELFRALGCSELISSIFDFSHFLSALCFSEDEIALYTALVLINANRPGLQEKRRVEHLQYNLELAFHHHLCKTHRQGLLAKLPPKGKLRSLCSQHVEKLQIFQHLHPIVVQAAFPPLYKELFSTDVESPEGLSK
#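 Read-out: Photinus luciferase luminescence; inhibitors lower reporter signal. Insect Schneider cells with Gal4-ROR gamma fusion under metallothionein promoter, UAS reporter; 700 uM final copper sulfate induction, 20 hr, ambient temperature.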
# NPC1 prom act – activators of NPC1 promoter. hit rate 2.4% among 320,000. AID 485313. Huh7 NPC1 promoter luciferase reporter, 24 h. Potency, µM (titrated, usually from 9.22 µM), for the others: top-dose activation, hits mostly activators;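 note: potency is the fitted concentration of half-maximal effect; % of control where 0% means no effect; nearly all actives have a fitted effect of over 60% in size; reporter is driven by a mutant NPC1 promoter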
#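 In 1536-well qHTS, Huh7 cells harboring an NPC1 promoter–luciferase construct received compound for 24 h; activation was quantified by luminescence following luciferase reagent addition.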
# Rab9 prom act – Rab9 promoter activation; hit rate 2.8% among 320,000; AID 485297; Potency, µM (series often up to 9.22 µM), for inactives: at the highest dose activation, negative = inhibition, most hits filed as activators; Huh7 Rab9 promoter-luciferase reporter, luminescence, 24 h; note: potency is the fitted concentration of half-maximal effect; % of control where 0% means no effect; nearly all actives have a fitted effect of over 60% in size
#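 Huh7 cells stably carrying a Rab9 promoter-luciferase reporter, 1500 cells per well in OP-MEM I with 10% FBS, treated with compound 24 hours at 37C. Luciferase activity read by luminescence after 10 minutes with Amplite reagent.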
# Menin MLL FP TR – menin-MLL binding inhibition, Texas Red mutant peptide; hit rate 0.23% among 270,000; Potency, µM (doses to about 61.6 µM), for the others: top-dose FP activity change, negative = inhibition, actives largely listed as inhibitors; Menin + Texas Red MLL mutant peptide, fluorescence polarization; active = well fitted inhibition curve with a large enough effect in the polarisation, with a control signal flat, not every such curve was filed as active; inconclusive = small, poorly fitted or top-dose-only effect, or effect the other way, or a change in a side signal; inactive = no such curve, though single readings can be large or run the other way; the % refers to the polarisation; note: potency is the fitted concentration of half-maximal effect; % of control where 0% means no effect; many of its hits are not listed in these tables
# Target sequence (O00255 whole entry, looked up): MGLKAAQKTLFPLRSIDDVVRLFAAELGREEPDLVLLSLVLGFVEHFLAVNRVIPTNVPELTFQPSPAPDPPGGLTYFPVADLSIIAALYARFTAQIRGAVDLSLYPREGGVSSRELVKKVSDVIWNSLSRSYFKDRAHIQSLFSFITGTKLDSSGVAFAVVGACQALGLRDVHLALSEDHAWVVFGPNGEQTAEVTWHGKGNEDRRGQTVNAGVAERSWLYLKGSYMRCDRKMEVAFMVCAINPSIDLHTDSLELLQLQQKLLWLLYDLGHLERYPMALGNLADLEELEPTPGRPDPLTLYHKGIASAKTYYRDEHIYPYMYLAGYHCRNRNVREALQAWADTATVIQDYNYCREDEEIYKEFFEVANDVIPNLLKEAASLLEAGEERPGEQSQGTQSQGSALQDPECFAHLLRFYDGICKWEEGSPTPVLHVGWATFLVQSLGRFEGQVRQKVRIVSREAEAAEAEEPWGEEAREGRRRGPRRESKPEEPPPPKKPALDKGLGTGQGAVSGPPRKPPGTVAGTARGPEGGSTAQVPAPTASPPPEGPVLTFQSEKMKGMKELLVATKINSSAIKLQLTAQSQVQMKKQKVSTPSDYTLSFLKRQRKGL
# VP16 counter – Gal4-VP16 reporter inhibition counter-screen | Drosophila S2 Gal4-VP16 UAS-luciferase, luminescence, 20 h | Potency, µM (doses to about 53.6 µM), inactives show top-dose activity, negative = inhibition, actives largely listed as inhibitors | hit rate 3.5% among 310,000 | AID 2546;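 note: Gal4-VP16 expression switched on by copper sulfate through the metallothionein promoter; potency is the fitted concentration of half-maximal effect; % is set by controls: 0 for no effect and ±100 for the full control effect; nearly all actives have a fitted effect of over 50% in size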
# Starred values were filed as active, the others as inactive; ? = inconclusive; . = not tested or not shown; & = joins results of further samples; [ ] = another dose, or the depositor's remark. Unless noted, calls come from the whole dose curve; as a rule, active = well fitted curve in the direction sought with a large enough effect; inconclusive = small, poorly fitted or top-dose-only effect, or another doubt; inactive = no such curve, though single readings can be large; an effect the other way counts as inactive or inconclusive. Not all compounds are listed. The share of hits here may be higher or lower than overall.
SMILES,FLuc modulator,p53 reactivator,Giardia killer,ELG1 genotoxic,BRCA1 expr up,PKM2 act,RORgamma inh,NPC1 prom act,Rab9 prom act,Menin MLL FP TR,VP16 counter
CN(C)CCCN(C(=O)c1ccc(Br)s1)c1nc2cc3c(cc2s1)OCO3,-2%,?,-17,6%,6%,-2%,?,-8%,-4%,?,-6%[10 µM]
CN(C)c1ccc(NC(=O)CSc2nnc(-c3ccco3)c(-c3ccco3)n2)cc1,-15%,-3%,13,-3%,-30%,.,1%,-1%,0%,?,-3%
O=C(CCNS(=O)(=O)c1ccc(OC(F)(F)F)cc1)N1CCN(C/C=C/c2ccccc2)CC1,8%,-3%,19,-16%,-64%,-4%,-17%,-14%,-9%,.,?
O=C(N1CCN(c2ccccc2)CC1)C1(c2cccs2)CCOCC1,0%,0%,-8,-1%,-16%,1%,31%,7%,-2%,3%,-13%
Cn1nc(N)c2c(-c3ccccc3)c(C#N)c(N)nc21,1%,-1%,?,6%,-24%,-1%,34%,-4%,-6%,4%,-16%
C#CCOCCOCCOCCNc1nc(N2CCN(C(=O)[C@H](Cc3ccc(O)cc3)n3cc([C@@H](N)CC(C)C)nn3)CC2)nc(N2CCN(C(=O)[C@H](Cc3ccc(O)cc3)n3cc([C@@H](N)CC(C)C)nn3)CC2)n1,0%,2%,.,9%,.,6%,-2%,6%,-2%,?,-8%
O=C(O)C1Cc2ccccc2-c2ccccc2C1,4%,-3%,9,-7%,-11%,.,18%,-2%,-3%,-6%,-2%
COc1cccc(OC)c1OCCCCN1CCC(Cc2ccccc2)CC1,-1%,-4%,2,-10%,-32%,8%,-18%,-2%,-8%,-26%,-2%
CCCCNC(=O)CN(c1cccc(Br)c1)S(C)(=O)=O,2%,-3%,9,-2%,-15%,-16%,-5%,-4%,-5%,3%,-6%
c1coc(-c2ccnc3nc(-n4cccc4)nn23)c1,-6%,0%,14,0%,-52%,10%,-3%,7%,14%,?,3%
Cc1nc2sccn2c(=O)c1S(=O)(=O)NCc1ccccc1Cl,7%,.,-19,1%,4%,8%,-13%,-7%,0%,6%,1%
CCC(C(=O)Nc1cccnc1)n1c(=O)[nH]c2ccccc2c1=O (stereo not drawn),1%,2%,-11,-1%[9.26 µM],9%,.,-1%,-1%,-2%,8%,3%
CCN(CC)S(=O)(=O)c1nnc(NC(=O)c2ccco2)s1,27µM*,9%,-21,2%,28%,.,2%,8%,8%,24%,-23%
COc1ccccc1C(=O)NC(=O)CSc1nnc(N)s1,2%,4%,0,-1%,5%,.,.,-2%,-8%,.,.
CC1CCCCN1S(=O)(=O)c1ccc(NC(=O)CSc2nnnn2C)cc1 (stereo not drawn),4%,-2%,-3,0%,8%,-2%,11%,-4%,-1%,9%,-9%
Fc1ccc(-c2cc(C(F)(F)C(F)F)[nH]n2)cc1,-8%,13%,-7,-6%,9%,6%,2%,-4%,-3%,.,13µM*
O=C(N/C(=C\c1ccc(Cl)cc1)C(=O)N1CCOCC1)c1ccco1,0%,-2%,5,2%,-6%,-4%,-6%,-5%,3%,-1%,0%
CC(=O)Nc1ccc(NC(=O)Nc2cccc3ccccc23)cc1,-19%,11%,-24,-2%,6%,1%,-13%,1%,15%,.,-6%
CNC(=O)NC(=O)CSc1nnc(-c2ccco2)n1-c1ccccc1,-1%,4%,-9,-3%,-8%,-3%,-3%,-3%,-2%,-14%,-1%
c1ccc2c(c1)nnn2Cc1nnc2sc(-c3ccncc3)nn12,-1%,7%,-11,-3%,5%,11%,-17%,0%,-7%,-1%,-2%
Cc1cccc(OCCC(=O)N(C)CC(=O)Nc2cccc3ccccc23)c1,-9%,-23%,?,0%,-4%,1%,14%,-5%,-5%,4%,-15%
O=C(NCCN1CCNCC1)c1ccccn1,-2%,-3%,-2,2%,0%,-15%,3%,-2%,3%,8%,-3%
CCOc1ccccc1CN1CCNC(=O)C1CC(=O)NCCc1ccccn1 (stereo not drawn),-5%,27%,17,4%,14%,0%,26%,-1%,-2%,-22%,-13%
Cc1ccc(C)c(N2C(=O)CC(Cc3ccc(Br)cc3)C2=O)c1 (stereo not drawn),-12%,3%,8,-10%,-19%,-2%,19%,2%,2%,0%,-12%
O=C(OCC(=O)N1CCC(Cc2ccccc2)CC1)c1cc(Cl)ccc1O,4%,14%,-12,2%,-10%,.,.,-2%,-4%,.,.
Cn1cnnc1SCC(=O)Nc1cccc(C(=O)O)c1,3%,-12%,-6,0%,-4%[1.84 µM],0%,-37%,4%,0%,-1%,-1%
CCOc1cc(S(=O)(=O)n2ccnc2)ccc1Br,-7%,6%,9,0%,-20%,-11%,19%,-1%,-5%,2%,-5%
CCOc1ccc(/C=N/NC(=O)c2ccc(CSc3nc4ccccc4[nH]3)cc2)cc1,6.7µM*,-1%,4,-2%,10%,12%,-7%,4%,12%,0%,-5%
Cc1cccc(C)c1NC(=S)NCCc1ccc(O)c(O)c1,2%,-12%,-6,-4%,-20%,28µM*,7.9µM*,-14%,13%,11%,?
O=C(O)c1ccc(S(=O)(=O)N2CCC(NC(=O)C3CCCCC3)CC2)cc1,0%,0%,-12,2%,-16%,.,-1%,-1%,9%,25%,-8%
CCCCOc1ccc(Nc2nc(C)cc(C)c2C#N)cc1,1%,0%,5,2%,-30%,-2%,?,8%,-1%,-19%,-8%
CCc1nc2ccc(Cc3ccc4nc(CC)[nH]c4c3)cc2[nH]1,12µM*,9%,-20,0%,-8%,.,33%,-1%,10%,8%,-24%
COC(=O)c1ccc(C)c(NC(=O)CN(c2ccc3c(c2)OCO3)S(C)(=O)=O)c1,-3%,.,2,.,0%,20%,19%,.,.,0%,-16%
Cc1ccc(NS(=O)(=O)Cc2ccccc2)cc1Cl,1%,2%,9,-3%,-24%,0%[11.5 µM],-17%,0%,4%,12%,-5%
OCCNc1nc(N2CCOCC2)nc(N2CCOCC2)n1,0%,4%,5,4%,-3%,-4%,-6%,-5%,12%,-24%,3%
Cc1ccc2oc(=O)c3cnn(CC(=O)N4CCCc5ccccc54)c3c2c1,-2%,6%,26,7%,-11%,4%,7%,-1%,-2%,0%,3%
O=Cc1cc([N+](=O)[O-])ccc1N1CCN(Cc2ccc3c(c2)OCO3)CC1,5%,-5%,13,-8%,-17%,.,46%,-4%,-3%,25%,-2%
CCCC(=O)NCCCc1nc2ccccc2n1CCC,0%,-13%,-14,1%,0%,0%,-9%,10%,0%,-11%,-3%
CCCCCCC(=O)Cc1cc(OC)c(OC)cc1C=C(C(=O)OCC)C(=O)OCC,-3%,-3%,.,8%,.,5%,?,0%,-5%,-3%[11.7 µM],4%[10 µM]
NC/C=C/C(=O)O,.,.,.,.,.,.,-8%&2%,-2%[46.1 µM],-2%[46.1 µM],8%&6%,3%&6%
CCN(CC)CCOC(=O)c1cccc2c1-c1ccccc1C2O (stereo not drawn),0%,8%,1,0%,0%,-9%,0%,-1%,-4%,.,-2%
O=C1C=C(c2ccc(-c3ccccc3)cc2)C[C@@H](c2ccc3c(c2)OCO3)C1,1%,-6%,13,0%,8%,.,.,5%,-2%,.,.
O=C(C(Cc1ccccc1)n1cccc1)N1CCN(c2ncccn2)CC1 (stereo not drawn),2%,-2%,-26,-3%,-2%,-3%,3%,-1%,-3%,0%,-3%
COc1ccc(CSc2nc(N3CCOCC3)c3c(c2C#N)CC(C)(C)OC3)cc1,-6%,-5%,10,2%,-66%,-12%,?,-6%,-8%,3%,-2%
S=C(Nc1ccc(Cl)cc1Cl)N1CCCCC1,?,?,10,11%,?,6%,?,18%,5%,9%,?
CC(=O)c1ccccc1N(C(=O)c1ccco1)C(C(=O)NC1CCCC1)c1ccc(C)cc1 (stereo not drawn),0%,-1%,15,-1%,-13%,-2%,-3%,3%,-1%,-12%,3%
CCCNC(=O)COc1coc(CN2CCN(c3ccccc3OC)CC2)cc1=O,0%,9%,27,0%,-12%,.,-4%,-2%,-3%,.,-3%
S=c1[nH]nc(CSc2nc3ccccc3s2)o1,?,16%,-2,2%,0%,-4%,14µM*,-2%,5%,-14%,?
Nc1nn(-c2ccccc2)nc1C(=O)OCc1ccccc1F,17µM*,?,.,6%,.,.,?,1%,15%,18%,-12%
COc1ccc(NC(=O)CN2CCN(CC(=O)Nc3ccc(F)cc3F)CC2)cc1,-4%,3%,8,2%,28%,.,31%,10%,6%,-2%,26%
CC(C)n1nc(C(=O)Nc2nnc(C3CC3)s2)c2ccccc2c1=O,-3%,-5%,8,-11%,-26%,5%,-25%,1%,-1%,-18%,5%
Oc1oc(-c2ccccc2Br)nc1/C=N/c1ccccn1,7.6µM*,12%,-11,6%,43%,-5%,8.9µM*,17%,?,13%,?
